Source: PubChem BioAssay
Hep lipid drop: modulators of hepatic lipid droplet formation; AID 1656; inhibition, % at 6.5 µM; hit rate 0.4% among 240,000; AML12 mouse hepatocytes, oleate lipid droplets, BODIPY imaging;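 active = lipid droplet intensity inhibited by at least 50%, with more than 500 cells counted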
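Assay system: AML12 mouse liver cells | Compound: 6.5 µM single-point dosing | Schedule: Overnight exposure | Technique: Fluorescence imaging, 20x objective, two fields per well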
human PMI inhibitors: MPI inhibition at elevated mannose 6-phosphate – biochemical, fluorescence intensity, high mannose 6-phosphate, primary screen (AID 1220). recombinant PMI enzyme, coupled fluorescence intensity; higher % means a stronger effect. one-dose inhibition, % at 20 µM; IC50 in µM for titrated hits. hit rate 0.66% among 190,000
Autophagy mod: modulators of autophagy | MEF GFP-LC3 puncta imaging; test concentration mostly 10 µM | calls only at 10 µM (by protocol) | hit rate 0.98% among 190,000 | AID 463193;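 active = percentage of spot-positive cells more than 3 SD above its plate mean, without a fluorescence outlier flag or 80% toxicity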;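 note: spot-positive cell cutoff set from DMSO-treated cells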
MT stabilizer: microtubule stabilization, imaging screen; HeLa tubulin immunostaining HCS, 24 h; share of cells brighter than vehicle mean+2SD; % tubulin-high responders, % at 10 µM; hit rate 0.83% among 200,000;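 active = plate Z-score above 3 for both tubulin-high and condensed-nucleus cell shares, with cell loss under 80%, at 10 µM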;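 note: anti alpha tubulin signal scored within the nucleus-defined area of each cell; some results filed as inactive read as strong as hits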
PMI inhibitors: MPI enzyme activity inhibition – biochemical, fluorescence intensity, coupled assay, primary screen (AID 1209) | hit rate 0.42% among 190,000 | purified PMI enzyme, coupled fluorescence intensity; higher % means a stronger effect | inhibition, % at 20 µM; hits with a dose series show IC50 in µM;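 note: plate controls were DMSO vehicle for no effect and wells lacking substrate for full effect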
Insulin prom up: MIN6 insulin promoter up-regulation; MIN6 insulin promoter-GFP reporter, high-content imaging; hits give high values; z-score at 5 µM; hit rate 0.3% among 190,000; AID 1625;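 active = z-score above 3 at 5 µM with at least 500 cells counted in the well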
b-catenin transl: modulators of beta-catenin nuclear translocation | HeLa beta-catenin nuclear translocation, immunofluorescence imaging | nuclear translocation activity, % at 5 µM | hit rate 0.3% among 190,000;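 active = nuclear translocation activity above 50% at 5 µM, with a well cell count of 50 or more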;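 note: per-cell ratio of nuclear to cytoplasmic median beta-catenin stain intensity; plate controls were DMSO negative control for no effect and GSK-3 inhibitor IX positive control for full effect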
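Read-out: Nuclear/cytoplasmic beta-catenin signal ratio, % activation | Assay system: Human HeLa cell line | Times: 24 h compound exposure at 37°C, 5% CO2 | Signal: Fluorescence imaging of beta-catenin antibody stain plus DAPI | Dosing: 5 µM primary, 0.02–20 µM confirmation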
TNAP activation fold: stimulation of alkaline phosphatase TNAP activity – biochemical, luminescent, no phosphate acceptor, uHTS, primary screen (AID 1001); purified TNAP, luminescent activation assay, no phosphate acceptor; higher activation fold means a stronger effect; hit rate 0.03% among 200,000; one-dose activation fold at 20 µM; EC50 in µM for titrated hits; in the data active = activation fold from about 3, or a potency from the dose series; inactive = the rest, 99 in 100 with activation fold below about 1.6; note: many of its hits are not listed in these tables
T cell HTS: T cell immune modulation candidate | 2C CD8+ T cell-vesicle binding, flow cytometry; hits give low values | calls only at 7 µM | hit rate 0.068% among 330,000 | AID 2052;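 active = response, share of CD8 T cells binding vesicles, and their 90th percentile fluorescence all below set limits, cut at about 80% in these data, passing the limit was not always enough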
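Incubation: binding step 1.5 h, 37 °C, antibody labelling 20 min, ice; system: murine 2C transgenic CD8+ T lymphocytes; technique: cytometric PE anti-B7-1 and Alexa647 anti-CD8 signals after 1% paraformaldehyde fixation; also added: QL9-charged Drosophila Ld/ICAM-1/B7-1 vesicles; control set: naked versus QL9-loaded vesicles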
Insulin prom up cell count: further read-out of Insulin prom up, marked with its call; cell count; measured here: cytotoxicity, nuclei count;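 total cells summed across four imaged fields per well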
Hep lipid drop cells 6.5 µM: recorded beside Hep lipid drop, whose call it bears; cell count; measured here: cell count, cytotoxicity flag;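 cells counted across two imaged fields per well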
b-catenin transl cell count 5 µM: second read-out of b-catenin transl, no call of its own (marks repeat the call); cell count; measured here: cell count, cytotoxicity flag
T cell HTS vesicle-bound %: further read-out of T cell HTS, marked with its call; double positive events, %; measured here: CD8+ vesicle-bound cell fraction;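 binding gate set so that unloaded-vesicle control wells show 10% double positive cells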
MT stabilizer Hoechst-high %: second read-out of MT stabilizer, no call of its own (marks repeat the call); % Hoechst-high responders; measured here: nuclear condensation Hoechst responders;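 share of cells brighter than vehicle mean plus two SD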
MT stabilizer cytotoxicity %: second read-out of MT stabilizer, no call of its own (marks repeat the call); toxicity, %; measured here: cytotoxicity by cell density;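 0% = mean cell density of plate MIN control wells and 100% = no cells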
Autophagy mod cell loss 18 h: further read-out of Autophagy mod, marked with its call; toxicity, %; measured here: cell loss, nuclei count;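 cell loss after 18 h compound exposure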
Starred values were filed as active, the others as inactive; i = inactive; . = not tested or not shown; + = active, no number. Cut-off read from the data, not from the text of the source, unless noted: active = inhibition above about 50%; inactive = the rest.

SMILES	Hep lipid drop	Hep lipid drop cells 6.5 µM	human PMI inhibitors	Autophagy mod	Autophagy mod cell loss 18 h	MT stabilizer	MT stabilizer Hoechst-high %	MT stabilizer cytotoxicity %	PMI inhibitors	Insulin prom up	Insulin prom up cell count	b-catenin transl	b-catenin transl cell count 5 µM	TNAP activation fold	T cell HTS	T cell HTS vesicle-bound %
CN(Cc1cc2cc(F)ccc2[nH]1)Cc1nc(-c2cnccn2)no1	-2	702	5%	i	9	2.5	1.8	7.7	10%	0.02	1365	-0.9	1003	1.1	i	40
COc1ccc(NC(=O)Nc2ccccc2SC)c(OC)c1	-4	668	18%	i	-10	4.4	2.5	7.4	16%	0.28	1340	-0.6	1525	1.1	i	33
C=CCN(C(=O)CSc1nc2[nH]ncc2c(=O)n1-c1ccccc1OC)c1ccccc1	14	696	-5%	i	19	7.1	1.0	6.3	-5%	.	.	0.1	1163	1.1	i	32
Cc1ccc(-c2nnc(-c3ccc4c(c3)OCO4)o2)cc1	7	676	-2%	i	2	7.1	3.5	4.5	-6%	-0.62	1455	-0.1	1537	1.1	i	51
CSc1ccc(CN2C(=O)NC3(CCCCCC3)C2=O)cc1	14	742	-4%	i	19	3.8	1.6	10	-4%	-0.36	1209	-1.6	1081	1.1	i	30
O=C(Cc1ccc(Cl)cc1)Nc1ccc(NC(=O)c2ccccc2)cc1	18	625	7%	i	12	4.6	2.4	7.1	18%	0.09	1471	2.9	1033	1	i	48
CCOc1ccc(S(=O)(=O)NCCC(=O)OCC(=O)N2CC(=O)Nc3ccccc32)cc1	18	656	-2%	i	19	3.3	1.1	10	-2%	0.43	1304	-2.8	1132	1.1	i	9
COCCN(C(=S)Nc1ccc(C)c(C)c1)C(C)c1ccco1 (stereo not given)	-8	745	-3%	i	2	3.9	2.4	9.3	-4%	-0.31	1058	.	.	1	i	48
Cc1ccc2nc3ccc(N4CCCCCCC4)nn3c(=O)c2c1	.	.	-3%	i	10	2.9	1.6	1.1	-2%	-0.99	1265	0.7	770	1	i	12
CN(C)S(=O)(=O)c1cc(NC(=O)COC(=O)C2CSC3(C)CCC(=O)N23)ccc1Cl (stereo not given)	0	675	-7%	i	4	1.6	1.0	7.9	10%	-0.35	1354	-1.9	1073	1.1	i	45
CCCCc1c(O)nc(SCCN(C)C)n(-c2ccccc2)c1=O	.	.	8%	i	3	4.6	2.8	11	2%	-0.3	1490	-2.6	1372	1.1	i	36
CC(C)(C)c1nnc(NC(=O)c2cc(-c3ccccc3)nc3ccccc23)s1	.	.	1%	i	11	1.0	1.5	6.3	8%	-0.06	1377	-1.1	1355	1.1	i	32
COc1ccccc1S(=O)(=O)Cc1ccc(C(=O)NCc2cccs2)o1	.	.	9%	i	-3	1.3	1.6	9.1	2%	-0.03	1375	-3.2	956	1	i	40
C#Cc1ccc([C@@H]2C=C(C(=O)OCC=C)O[C@H](OCC)[C@H]2CCCO)cc1	3	801	-4%	i	-3	4.3	0.7	0.1	3%	.	.	-0.2	1120	1	i	48
CN1CCCC(OC(=O)CCCC(=O)OC2CCCN(C)C2)C1 (stereo not given)	1	718	3%	i	8	5.5	2.7	12	10%	0.22	1151	-1.6	1159	1	i	54
COc1ccc(N(CC(=O)N2CCc3ccccc3C2)S(=O)(=O)c2ccccc2)cc1	-24	652	-2%	i	0	2.1	1.5	3.0	2%	.	.	-0.8	1144	1.1	i	63
COc1ccc(-n2c(C)nc3c(cnn3-c3ccccc3)c2=O)cc1	.	.	0%	i	10	11	23	15	-1%	0.28	1307	-0.7	884	1.1	i	21
Cc1csc(SCC(=O)Nc2cc(S(=O)(=O)N3CCOCC3)ccc2N2CCOCC2)n1	20	696	.	.	.	.	.	.	.	-0.91	1096	-0.1	1340	.	i	46
COc1ccccc1N/C=C(\C#N)c1nc2ccccc2[nH]1	-11	579	17%	i	23	1.5	1.0	6.0	13%	.	.	-1.3	1058	1.1	i	46
COc1cc(CNc2ncnc3c2[nH]c2ccc(C)cc23)cc(OC)c1	13	710	.	.	.	.	.	.	.	-0.39	1125	-1.4	1385	.	i	24
Nn1c(SCC(=O)Nc2ccc3c(c2)OCO3)nnc1C(F)(F)F	4	685	5%	i	-9	2.3	0.9	3.2	-2%	.	.	0.6	1512	1.1	i	21
Cn1c(SCC(=O)c2ccccc2F)nnc1C1CC1	.	.	-1%	i	6	1.9	1.5	3.6	-1%	0.78	1248	-5.3	797	1.1	i	44
NC(=O)c1cc(-c2ccncc2)nc2ccc(Cl)cc12	2	649	-8%	i	-12	1.7	2.2	4.9	-18%	-0.14	1355	-0.2	1332	1.1	i	47
COc1ccc(Nc2nc3c(c(=O)n(C)c(=O)n3C)n2CCO)cc1	.	.	15%	i	7	3.7	2.6	8.3	7%	0.08	1371	-4.8	995	1.1	i	54
CC(=NC1CCN(Cc2ccccc2)CC1)c1c(O)[nH]c(=O)[nH]c1=O	.	.	-6%	i	3	1.4	1.3	3.8	-9%	-0.57	1314	-5.2	1034	1.1	i	21
CCN(CC)C(=O)/C(=C\c1ccc(Br)cc1)NC(=O)c1ccccc1OC	.	.	8%	i	3	1.7	1.8	11	4%	-0.7	1332	3.4	1394	1	i	20
Cc1ccc(CNC(=O)Cc2ccc(-c3ccccc3)cc2)cc1	.	.	-2%	i	32	16	63	33	6%	.	.	.	.	1.1	i	16
Cn1c(=O)c2c(SCC(=O)c3ccccc3)nc(C3CC3)nc2n(C)c1=O	.	.	8%	i	5	3.7	2.4	2.4	-3%	-0.72	841	.	.	1.1	i	29
O=C(Nc1ccccc1C(=O)NC(Cc1c[nH]c2ccccc12)C(=O)O)c1ccco1 (stereo not given)	.	.	-9%	i	7	2.0	1.9	11	-11%	-0.32	1214	-6.6	1018	1.1	i	45
CCCc1nnc(SCC(=O)N2C(C)CCCC2C)n1CCCOC (stereo not given)	.	.	-2%	i	-7	3.0	2.4	6.5	-6%	-0.33	1602	-0.5	1290	0.9	i	15

Reformatted as labelled records: entries from further up
> CCOc1ccc(S(=O)(=O)NCCC(=O)OCC(=O)N2CC(=O)Nc3ccccc32)cc1
  Hep lipid drop = 18 | Hep lipid drop cells 6.5 µM = 656 | human PMI inhibitors = -2% | Autophagy mod = i | Autophagy mod cell loss 18 h = 19 | MT stabilizer = 3.3 | MT stabilizer Hoechst-high % = 1.1 | MT stabilizer cytotoxicity % = 10 | PMI inhibitors = -2% | Insulin prom up = 0.43 | Insulin prom up cell count = 1304 | b-catenin transl = -2.8 | b-catenin transl cell count 5 µM = 1132 | TNAP activation fold = 1.1 | T cell HTS = i | T cell HTS vesicle-bound % = 9

> O=C(Cc1ccc(Cl)cc1)Nc1ccc(NC(=O)c2ccccc2)cc1
  Hep lipid drop = 18 | Hep lipid drop cells 6.5 µM = 625 | human PMI inhibitors = 7% | Autophagy mod = i | Autophagy mod cell loss 18 h = 12 | MT stabilizer = 4.6 | MT stabilizer Hoechst-high % = 2.4 | MT stabilizer cytotoxicity % = 7.1 | PMI inhibitors = 18% | Insulin prom up = 0.09 | Insulin prom up cell count = 1471 | b-catenin transl = 2.9 | b-catenin transl cell count 5 µM = 1033 | TNAP activation fold = 1 | T cell HTS = i | T cell HTS vesicle-bound % = 48

Later entries.
SMILES	Hep lipid drop	Hep lipid drop cells 6.5 µM	human PMI inhibitors	Autophagy mod	Autophagy mod cell loss 18 h	MT stabilizer	MT stabilizer Hoechst-high %	MT stabilizer cytotoxicity %	PMI inhibitors	Insulin prom up	Insulin prom up cell count	b-catenin transl	b-catenin transl cell count 5 µM	TNAP activation fold	T cell HTS	T cell HTS vesicle-bound %
COc1nc2ccc(C)cc2cc1-c1noc(-c2cccnc2)n1	0	664	10%	i	-4	4.0	2.0	6.5	13%	-1.6	1352	.	.	1.1	i	40
O=C(N/N=C/C=C/c1ccccc1)c1cnccn1	6	787	-4%	i	-20	1.8	1.6	4.3	1%	-0.27	917	.	.	1	i	34
CCn1c(NCc2ccc3c(c2)OCO3)nc2ccccc21	.	.	0%	i	-8	2.7	1.2	1.5	-13%	-0.52	1611	0.2	1374	1	i	16
CCOC(=O)N1CCC(NS(=O)(=O)c2ccccc2)CC1	-7	693	.	.	.	.	.	.	.	-0.39	1029	-1.1	1303	.	i	15
O=[N+]([O-])c1cccnc1SCc1c(F)cccc1Cl	-7	629	.	.	.	.	.	.	.	-0.33	1319	-0.2	1188	.	i	60
COc1ccc(N=Cc2cc(Cl)ccc2O)cc1Cl	-6	689	41%	i	-4	4.2	1.5	9.9	14%	0.22	1353	-0.8	1127	0.9	i	59
COC(=O)C1CCN(C(=O)c2ccc(Cl)c(S(=O)(=O)NCc3cccnc3)c2)CC1	7	769	2%	i	-7	3.7	2.6	13	6%	0.35	1278	-6.7	1303	1.1	i	18
CN1CCN(c2ccc(-c3ccc4ccccc4n3)cc2)CC1	-9	659	19%	+	7.0*	3.3	1.5	4.2	10%	2	1662	14	855	1.1	.	.
Cc1ccc(NC(=O)C2CCN(S(C)(=O)=O)CC2)cc1	.	.	-5%	i	-2	4.6	1.4	2.2	1%	-0.3	1660	-1.3	1471	1.1	i	59
CC(C)C(C(=O)Nc1ccc2c(c1)OCO2)N1C(=O)c2ccccc2C1=O (stereo not given)	1	776	-12%	i	2	0.8	1.9	4.7	-5%	-0.32	1189	.	.	1.1	i	59
